Screening results deposited in PubChem BioAssay by several laboratories.
P. falciparum M17LAP = P. falciparum M17LAP inhibitors, primary screen, biochemical, fluorogenic H-Leu-NHMec substrate, 1536-well (AID 1619); Leucine aminopeptidase (Plasmodium falciparum (isolate 3D7)); hit rate 0.38% among 220,000; recombinant M17LAP, H-Leu-NHMec fluorogenic kinetic assay; higher % means a stronger effect; inhibition, % at 30 µM, or IC50 in µM where a hit was titrated;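 active = compound inhibiting the enzyme by more than half at any dose during confirmatory dose-response retesting; inconclusive = strong single-dose inhibitors picked by rank but not retested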;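 also: plate controls were full reaction with DMSO carrier for no effect and no enzyme background for full effect; strong numbers were not always called active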
NOD2 inhibition = NOD2 signaling inhibitors, cell-based, luminescence, uHTS, HEK293 (AID 1566); HEK293 NOD2/NF-kB luciferase reporter, luminescence; higher % means a stronger effect; inhibition, % at 4 µM; hits with a dose series show EC50 in µM; hit rate 0.63% among 290,000; also: many of its hits are not listed in these tables
AID2073 = inhibitors of Mint1-CaV2.2 protein interaction, biochemical, HTRF (AID 2073) | Voltage-dependent N-type calcium channel subunit alpha-1B (Homo sapiens) | HTRF protein-protein interaction, Mint1-CaV2.2; higher % means a stronger effect | inhibition, % at 20 µM, or IC50 in µM where a hit was titrated | hit rate 0.19% among 290,000; in the data active = inhibition mostly above about 51%, no sharp cut-off; inconclusive = no clear call, values can overlap the other calls; inactive = mostly below about 53%; also: some results filed as inactive read as strong as hits
ER stress rescue = rescue of cells from ER stress-induced death, primary screen, 384-well, CSM14.1, thapsigargin, ATP luminescence (AID 1222); CSM14.1 thapsigargin-induced death rescue, ATP luminescence; higher % means a stronger effect; cellular ATP content (survival), % at 20 µM; hits with a dose series show EC50 in µM; 190,000 tested, under 10 active;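 active = EC50 below 50 µM in the dose-response confirmation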;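 also: death triggered by thapsigargin at about 15 µM added after 2 h compound pretreatment; cell ATP read after overnight thapsigargin exposure of roughly 18 to 22 hours; normalized against plate controls of thapsigargin alone and 5% DMSO vehicle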
Hep lipid drop = inhibitors of hepatocyte lipid droplet formation, primary screen, imaging, high-throughput imaging, BODIPY stain | AML12 mouse hepatocytes, oleate lipid droplets | inhibition, % at 6.5 µM | hit rate 0.4% among 240,000;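 active = lipid droplet intensity inhibited by at least 50%, with more than 500 cells counted; inconclusive = wells with under 300 cells, treated as cytotoxic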
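Assay system: AML12 hepatocytes (mouse); Probe or stimulus: oleic acid at 100 µM to induce lipid droplet formation; Dosing: compound at 6.5 µM only; Schedule: compound with oleate, overnight; Detection: fluorescence imaging, 20x objective, two fields per well; Measure: % inhibition of lipid droplet signal.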
XIAP antagonists = XIAP antagonists, biochemical, IAP family, fluorescence polarization (AID 1018); E3 ubiquitin-protein ligase XIAP (Homo sapiens); XIAP BIR domain, fluorescence polarization peptide displacement; higher % means a stronger effect; one-dose displacement, % at 20 µM; IC50 in µM for titrated hits; hit rate 0.007% among 200,000; in the data active = displacement above about 50%; also: a part of the inactive calls stands beside numbers as strong as those of hits
M1AAP inhibition = P. falciparum M1AAP inhibitors, biochemical, fluorogenic H-Leu-NHMec substrate, 1536-well (AID 1445) | Aminopeptidase N (Plasmodium falciparum (isolate 3D7)) | recombinant M1AAP, H-Leu-NHMec fluorogenic kinetic assay; higher % means a stronger effect | one-dose inhibition, % at 30 µM; IC50 in µM for titrated hits | hit rate 0.42% among 220,000;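 active = primary inhibition above the hit cutoff, then over 50% inhibition at one or more dose response concentrations, cut at about 23% in these data, passing the limit was not always enough; inconclusive = conflicting primary data, or primary hits not chosen for dose response; inactive = low primary inhibition, or under 50% at every dose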;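 also: plate controls were DMSO full reaction for no effect and no enzyme background for full effect; strong numbers were not always called active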
SIAH1 antagonists = Siah-1 peptide-binding antagonists, primary screen, biochemical, fluorescence polarization, rhodamine-plectin, uHTS (AID 1817); hit rate 0.02% among 290,000; E3 ubiquitin-protein ligase SIAH1 (Homo sapiens); Siah-1 / rhodamine-plectin peptide fluorescence polarization; higher % means a stronger effect; one-dose displacement, % at 20 µM; IC50 in µM for titrated hits;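 active = displacement of at least 50% at 20 µM, with a fluorescence ratio check between 0.3 and a set limit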;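 also: plate controls were Siah plus tracer with DMSO for no effect and tracer alone without Siah for full effect; strong numbers were not always called active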
LYP inhibition = inhibitors of LYP phosphatase, biochemical, fluorescence intensity, uHTS (AID 1779); recombinant LYP phosphatase, fluorescence intensity; higher % means a stronger effect; inhibition, % at 11.5 µM; hits with a dose series show IC50 in µM; hit rate 0.054% among 290,000; Tyrosine-protein phosphatase non-receptor type 22 (Homo sapiens);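 also: plate controls were vehicle with enzyme for no effect and no enzyme for full effect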
Hep lipid drop cells 6.5 µM = further read-out of Hep lipid drop, marked with its call; cell count; measured here: cell count, cytotoxicity flag;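 cells counted across two imaged fields per well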
Starred values were filed as active, the others as inactive; ? = inconclusive; . = no result given. Rule as the data show it, unless noted: active = inhibition above about 50%; inactive = the rest.

SMILES	P. falciparum M17LAP	NOD2 inhibition	AID2073	ER stress rescue	Hep lipid drop	Hep lipid drop cells 6.5 µM	XIAP antagonists	M1AAP inhibition	SIAH1 antagonists	LYP inhibition
C=CCOC(=O)C1C(=O)CC(C)(O)C(C(=O)OCC=C)C1c1ccc(OCC)cc1 (stereo not drawn)	-6.0%	0.6%	-4.0%	-0.2%	14.5	594	-5.3%	-0.7%	-3.0%	-1.0%
C(#Cc1ccccc1)C[N+]1(CC#Cc2cccc3ccccc23)CCOCC1	5.2%	-0.2%	-8.4%	-4.0%	-8.9	649	3.6%	-3.4%	-1.9%	-3.4%
Cc1ccc(S(=O)(=O)c2nc(-c3cccs3)oc2NCc2cccnc2)cc1	.	17.3%	27.0%	.	-1.7	829	.	.	-2.6%	-6.2%
O=C1CC(N2CCSCC2)C(=O)N1c1cccc(Cl)c1 (stereo not drawn)	4.3%	-1.7%	6.6%	0.3%	-3.9	631	-2.8%	3.9%	20.9%	-10.3%
O=C1NC(=Nc2ccccc2Cl)S/C1=C\c1ccc(C(=O)O)cc1	.	-1.9%	11.9%	.	.	.	.	.	6.1%	-1.1%
O=C(Nc1cccc(-c2cn3cccnc3n2)c1)c1cccs1	-40.9%	11.7%	17.9%	-2.4%	-1.2	546	-1.0%	16.6%	7.1%	-12.6%
CCOC(=O)C(C)(C)Sc1nc2c(cnn2-c2ccc(F)cc2)c(=O)[nH]1	.	23.5%	4.3%	.	.	.	.	.	2.9%	-4.0%
c1ccc(CCSc2ncnc3nc[nH]c23)cc1	13.6%	-38.0%	2.8%	-2.1%	.	.	1.9%	4.1%	2.7%	-2.1%
CCOc1cccc(C2/C(=C(/O)c3ccc4c(c3)CC(C)O4)C(=O)C(=O)N2Cc2ccncc2)c1 (stereo not drawn)	.	3.4%	16.9%	.	-5.3	748	.	.	0.7%	-1.9%
C#Cc1ccc([C@@H]2C=C(C(=O)NC3CC3)O[C@H](OCC)[C@H]2CCCO)cc1	10.3%	21.9%	-4.6%	.	8.3	715	.	5.7%	-1.7%	-5.7%
O=C(NNC(=O)c1ccc(NC(=O)c2ccccc2)cc1)c1ccc(F)cc1	.	-9.7%	-0.4%	.	6.0	896	.	.	9.0%	-13.9%
COc1cc(=O)n(C)c2ccccc12	1.5%	12.8%	-8.0%	-0.7%	10.7	709	-3.1%	1.7%	0.4%	-3.8%
O=S1(=O)CCC(n2ncc3c2/C(=C/c2ccccc2)CC3)C1 (stereo not drawn)	0.5%	-2.9%	8.3%	-0.7%	11.6	724	-7.1%	-2.7%	11.7%	-1.0%
O=C(CCCCn1c(=O)[nH]c2ccsc2c1=O)NCc1cccnc1	-4.7%	13.0%	9.0%	2.0%	19.2	685	0.2%	2.5%	8.8%	-7.2%
Cc1[nH]n(-c2cccc(Cl)c2)c(=O)c1/C=N/n1c(C)nc2ccccc2c1=O	20.9%	15.6%	9.4%	-0.3%	10.4	822	-1.4%	-7.3%	0.7%	-1.7%
COCCN(Cc1cc2cc(C)ccc2n2nnnc12)C(=S)Nc1ccccc1C	-5.0%	7.7%	-19.3%	-1.8%	20.5	772	-16.3%	-5.5%	-1.3%	-11.3%
Cc1ccc(C(=O)NC(=S)Nc2cccc3c(C)cc(C)nc23)cc1	18.5%	14.5%	-9.9%	-1.9%	.	.	-1.5%	-1.7%	0.8%	1.3%
CCN(CC)CCCN(Cc1cc2cc3c(cc2[nH]c1=O)OCO3)C(=S)Nc1ccc(OC)cc1	14.9%	10.3%	-7.8%	-2.7%	-28.5	689	-6.3%	10.8%	-0.4%	-6.7%
COc1ccc(-c2noc(CNC(=O)C(C)Oc3ccccc3)n2)cc1 (stereo not drawn)	.	-1.8%	6.8%	.	-5.8	819	.	.	0.9%	3.9%
O=C(COc1ccc(S(=O)(=O)N2CCCCC2)cc1Cl)N1CCCC1	.	-9.2%	1.9%	.	8.8	820	.	.	-3.5%	-5.7%
COc1ccc(C(=O)NCC(=O)NCC2COc3ccccc3O2)cc1 (stereo not drawn)	3.8%	5.0%	0.8%	-4.3%	0.2	807	-1.5%	-2.1%	-4.5%	-5.3%
COc1ccc(CCNC(=O)CSCc2ccc(Cl)cc2)cc1OC	-12.7%	7.4%	-4.5%	-2.3%	5.9	591	-0.5%	5.4%	1.1%	-10.3%
CCCc1cc(=O)n2c(nc3ccccc32)[nH]1	2.5%	-37.6%	11.4%	.	-13.7	627	-0.4%	20.0%	-5.3%	-2.4%
Cc1cc(OCc2cc(C(=O)N3CCCCCC3)no2)cc(C)c1Cl	.	-28.0%	11.7%	.	-13.2	842	.	.	-0.9%	-2.2%
COc1ccc(/C(N)=N/OC(=O)c2ccc3c(c2)OCO3)cc1OC	-2.7%	-126.5%	-6.7%	-3.6%	.	.	-5.4%	1.7%	5.4%	0.1%

The listing continues:
SMILES	P. falciparum M17LAP	NOD2 inhibition	AID2073	ER stress rescue	Hep lipid drop	Hep lipid drop cells 6.5 µM	XIAP antagonists	M1AAP inhibition	SIAH1 antagonists	LYP inhibition
COc1cccc(-c2noc(-c3ccc(Cl)nc3)n2)c1	3.1%	-80.3%	-11.9%	-0.3%	-10.3	693	-7.6%	4.0%	2.7%	-3.9%
O=c1[nH]c2ccc(N/C(=N/S(=O)(=O)c3ccccc3)c3ccccc3)cc2[nH]1	12.1%	3.7%	19.3%	0.2%	22.6	692	-2.6%	12.3%	2.0%	4.5%
CCOc1ccc(-c2nc(C#N)c(N3CCN(C)CC3)o2)cc1	-9.2%	1.9%	8.7%	-3.3%	-13.0	727	-1.9%	9.1%	-1.6%	-13.0%
Cc1[nH]n(-c2ccccc2)c(=O)c1C(C[N+](=O)[O-])c1ccc(F)cc1 (stereo not drawn)	21.3%	7.3%	12.5%	4.0%	-21.4	685	1.8%	3.6%	8.4%	-3.2%
COc1ccc(-n2c(=O)[nH]c3cc(C(=O)NCCc4ccc(OC)c(OC)c4)ccc3c2=O)c(OC)c1	.	-15.2%	9.1%	.	0.1	791	.	.	2.8%	-1.5%
COc1ccc(NC(=O)/C(C#N)=C\c2ccc(-c3cccc(C(=O)O)c3C)o2)cc1	.	5.1%	12.2%	.	0.7	799	.	.	0.2%	-9.5%
COc1ccc(NC(=O)CSc2ccc(F)cc2)cc1S(=O)(=O)N1CCCCC1	-12.3%	9.4%	-3.3%	-5.4%	-8.1	559	-2.6%	1.7%	-0.2%	-3.1%
COc1cc(NC(=O)c2cc3ccccc3cc2O)c(OC)cc1Cl	-6.9%	5.66µM*	?	.	-3.8	406	.	11.9%	-3.5%	0.9%
CCn1c(=O)c(C(=O)NCCc2ccc(OC)c(OC)c2)c(O)c2ccccc21	.	25.7%	17.2%	.	-4.5	813	.	.	2.0%	-2.4%
CC(C)CCNc1nc(N)c([N+](=O)[O-])c(NCCO)n1	7.5%	15.0%	11.5%	.	-20.8	547	.	-0.9%	1.4%	-7.1%
CC1(C)CC2CC(C)(CN2C(=O)C23CCC(C)(C(=O)C2)C3(C)C)C1 (stereo not drawn)	-5.3%	15.7%	-12.7%	-4.3%	2.8	638	1.4%	6.4%	-6.2%	0.9%
Cc1[nH]ccc(=O)c1OC1OC(CO)C(O)C(O)C1O (stereo not drawn)	-4.6%	-6.4%	4.7%	-6.1%	-1.7	729	-7.8%	0.0%	-0.6%	3.8%
Cc1cccc(C)c1NC(=O)C(C)Sc1n[nH]c(-c2ccncc2)n1 (stereo not drawn)	.	8.0%	3.4%	.	.	.	.	.	8.3%	-10.3%
CN1CCN(C(=O)c2cc3sccc3n2CC(=O)c2ccccc2)CC1	13.0%	-2.4%	-0.7%	-2.2%	.	.	-0.2%	10.4%	-4.9%	-4.4%
Cc1cc(C)cc(OCC(=O)Nc2ccncc2)c1	.	29.4%	6.1%	.	4.2	874	.	.	0.6%	-11.1%
O=C(COc1ccc2ccc(=O)oc2c1)OCc1ccccc1	-0.8%	-11.9%	0.8%	1.0%	1.1	690	0.3%	-1.0%	8.1%	0.5%
CCCn1c(SCC(=O)NCc2ccc(C)cc2)n[nH]c1=O	3.2%	21.1%	2.6%	-0.8%	-0.8	698	-4.1%	2.1%	1.2%	1.5%
Cc1ccc(OCC(=O)N(Cc2cccs2)C2CCS(=O)(=O)C2)cc1 (stereo not drawn)	-16.2%	11.1%	-7.3%	.	7.1	728	.	2.3%	4.1%	-8.9%
COCCCNC(=S)NNC(=O)c1cc(Cl)c(O)c(Cl)c1	23.6%	7.8%	-42.9%	.	25.5	698	.	7.0%	-1.6%	-6.6%
S=c1[nH]nc(COc2ccccc2)n1/N=C/c1c(Cl)cccc1Cl	.	8.1%	-17.2%	.	.	.	.	.	1.9%	-5.9%
COC(=O)Nc1nc(-c2ccccc2)c(C(=O)c2ccccc2)s1	4.0%	-2.3%	?	-2.3%	?	.	-1.8%	2.5%	2.1%	1.3%
Cc1cc(C(=O)OCC(=O)Nc2cccc(S(=O)(=O)N(C)C)c2)c2ccccc2n1	-1.9%	8.2%	10.5%	1.0%	-9.0	699	-6.4%	1.0%	0.5%	-1.8%
CCOc1ccc(NC(=O)C(NC(=O)C2CCC(C)CC2)C(C)C)cc1 (stereo not drawn)	-2.7%	18.1%	?	-0.2%	10.6	748	-4.8%	-1.9%	3.2%	-9.7%
O=C(C1=C[C@@H](c2coc3ccccc3c2=O)C[C@@H](OCCCCO)O1)N1CCN(Cc2ccc3c(c2)OCO3)CC1	-2.6%	14.9%	1.2%	5.0%	-21.9	683	-1.9%	9.9%	1.6%	1.5%
CC(=O)Nc1sc2c(c1C(c1ccccn1)N1CCCC1)CCCC2 (stereo not drawn)	-5.1%	3.0%	1.8%	.	-1.9	706	-2.5%	-15.0%	-0.9%	-5.8%
Cc1ccc(C)c(NC(=O)C2CCN(S(=O)(=O)c3ccc4c(c3)NC(=O)CO4)CC2)c1	.	6.7%	6.1%	.	-23.1	729	.	.	-4.6%	-7.3%
CCCOC(=O)CSc1nnc(-c2cc(OC)c(OC)c(OC)c2)o1	9.4%	2.4%	4.6%	-0.8%	.	.	-7.0%	2.9%	2.2%	-6.6%

Not all compounds are listed. The share of hits here may be higher or lower than overall.
